Bioassay records as filed in PubChem BioAssay.
Coupling enz: inhibits coupling enzyme system, counter-screen for aldolase hits | coupling enzyme system counterscreen, AmpLite Red fluorescence | activity change, negative = inhibition, % at 58.2 µM, hits read low | 290,000 compounds, 0.67% hits; in the data active means activity change below about -30%; further: on the % scale 0 is the no-effect control and ±100 the full control effect
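Activity here indicates interference with the coupling reaction, not aldolase inhibition. Compounds at 57.5 uM final met coupling enzymes for 10 min at RT; substrate and AmpLite Red detection followed, with a 525/598 nm fluorescence read after 20 min.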
A-T KAP1 phos: candidate therapy for ataxia-telangiectasia. 320,000 compounds, 0.19% hits. […] A-T fibroblasts, KAP-1 phosphorylation AlphaLISA; neocarzinostatin DNA damage 30 min before lysis. Potency, µM (series often up to 57.5 µM), inactives show at the highest dose activation, most hits filed as activators; further: potency means the concentration at half of the fitted maximal effect; % of control where 0% means no effect; nearly all actives have a fitted effect of over 45% in size
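hTERT-immortalized A-T patient fibroblasts ([…]), 500 cells/well in OPTI-MEM, 1% FBS, got compounds for 60 min, then NCS for 30 min at 37C. Lysates were then assayed for phospho-KAP-1 by AlphaLISA (anti-pKAP1 donor, anti-KAP1 acceptor beads), 6 hr at 25C.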
GALK inhibitor: blocks human galactokinase activity; Purified GALK, Kinase-Glo residual ATP luminescence; P51570; 270,000 compounds, 0.007% hits; Potency, µM (series often up to 57.5 µM), inactives show at the highest dose activity change, negative = inhibition, hits mostly inhibitors; AID 1868; further: potency means the concentration at half of the fitted maximal effect; on the % scale 0 is the no-effect control and ±100 the full control effect
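Galactose (100 uM) and ATP (35 uM) were turned over by 5 nM GALK for 1 h at RT. Kinase-Glo Plus then converted the remaining ATP into a luminescent signal.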
KCNH2 WT inh: inhibitors of human wildtype KCNH2 potassium channel | Q12809 | U2OS, BacMam KCNH2, thallium flux FluxOr; active compounds read low | activity change, % at 1.84 µM | 340,000 compounds, 0.37% hits;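 active means maximum activity change below -70%; inconclusive means maximum activity change between -70% and -50%; inactive means maximum activity change above -50%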; further: on the % scale 0 is the no-effect control and ±100 the full control effect
Target sequence (Q12809 whole entry, looked up): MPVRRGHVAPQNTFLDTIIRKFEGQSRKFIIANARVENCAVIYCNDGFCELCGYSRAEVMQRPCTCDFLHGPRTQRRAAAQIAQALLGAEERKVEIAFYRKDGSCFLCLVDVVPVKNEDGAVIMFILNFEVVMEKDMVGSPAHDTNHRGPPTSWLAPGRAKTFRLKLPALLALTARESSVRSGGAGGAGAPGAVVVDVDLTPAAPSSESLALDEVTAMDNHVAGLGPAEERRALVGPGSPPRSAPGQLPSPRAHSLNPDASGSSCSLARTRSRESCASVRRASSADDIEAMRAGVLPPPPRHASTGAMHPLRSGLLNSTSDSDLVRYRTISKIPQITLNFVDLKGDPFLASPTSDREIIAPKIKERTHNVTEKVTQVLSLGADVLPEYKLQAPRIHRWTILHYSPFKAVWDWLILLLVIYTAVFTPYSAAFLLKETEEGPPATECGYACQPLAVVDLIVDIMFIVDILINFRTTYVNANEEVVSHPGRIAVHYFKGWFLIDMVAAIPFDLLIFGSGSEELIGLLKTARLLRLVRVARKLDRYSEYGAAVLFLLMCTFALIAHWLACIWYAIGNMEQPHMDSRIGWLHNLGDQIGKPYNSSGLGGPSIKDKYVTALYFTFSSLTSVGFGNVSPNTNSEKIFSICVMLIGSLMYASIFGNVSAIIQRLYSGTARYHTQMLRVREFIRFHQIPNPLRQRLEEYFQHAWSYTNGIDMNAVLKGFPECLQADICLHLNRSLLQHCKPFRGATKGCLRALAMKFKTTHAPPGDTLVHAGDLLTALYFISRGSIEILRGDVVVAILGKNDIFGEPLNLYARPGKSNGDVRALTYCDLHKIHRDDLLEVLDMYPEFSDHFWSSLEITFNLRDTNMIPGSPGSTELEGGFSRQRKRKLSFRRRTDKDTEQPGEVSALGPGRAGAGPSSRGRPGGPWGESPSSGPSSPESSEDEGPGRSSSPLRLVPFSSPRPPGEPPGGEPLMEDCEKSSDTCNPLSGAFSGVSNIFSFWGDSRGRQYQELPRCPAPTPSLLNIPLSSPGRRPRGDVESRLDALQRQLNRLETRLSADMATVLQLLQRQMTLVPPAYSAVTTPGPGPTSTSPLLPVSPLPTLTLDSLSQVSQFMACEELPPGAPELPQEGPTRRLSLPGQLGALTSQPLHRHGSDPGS
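U2OS cells transduced with wild-type KCNH2 virus are loaded with FluxOr dye for 45 min, and thallium flux is measured in kinetic reads before and after stimulation buffer. Rate constants are normalized to DMSO controls.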
TRPV1 ag: human TRPV1 agonism. AID 540275. activation, % at 8.33 µM. TRPV1-expressing cells, Fluo-8 calcium influx, agonist mode. Q8NER1. 320,000 compounds, 0.19% hits; in the data active means activation above about 80%; inconclusive means between about 30% and that limit; further: 0% is about no effect
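Cells expressing TRPV1 were dye-loaded with Fluo-8 and read kinetically: 10 s baseline, 3 min after compound (agonist portion), then 2 min after EC20 capsaicin (allosteric enhancer portion). Calcium-bound dye fluorescence at 480/520 nm.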
Integrin act MD: integrin-mediated muscular dystrophy alleviation activation | AID 624291 | 350,000 compounds, 0.064% hits | Potency, µM (series often up to 38.3 µM), for inactives: at the top dose activation, actives largely listed as activators | alpha7betagal myoblasts, beta-gal FDG fluorescence, 48 h;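 further: potency means the concentration at half of the fitted maximal effect; 100% = response of the positive control SU9516; nearly all actives have a fitted effect of over 60% in size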
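Alpha7betagal+/- myoblasts (passage 13) were plated 16-24 hr, then exposed to compounds (1:260 dilution of DMSO stock) for 48 hours at 37C. After MPER lysis, β-galactosidase reporter activity was read as FDG fluorescence (ex 480/em 540) after 30 minutes.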
KCNH2 3.1 block: KCNH2 3.1 (human) potassium channel inhibition; U2OS KCNH2 3.1, thallium flux FluxOr; active compounds read low; AID 720553; activity change, % (tested at about 1.8 µM); 340,000 compounds, 0.95% hits;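 active means maximum activity change below -70%; inconclusive means maximum activity change from -70% to -50%; inactive means maximum activity change above -50%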;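 further: thallium influx rate constant from kinetic fluorescence after stimulation buffer; on the % scale 0 is the no-effect control and ±100 the full control effect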
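Kinetic fluorescence (2 min after stimulation buffer) measures Tl+ influx through KCNH2 3.1 expressed by viral transduction in U2OS cells; the rate constant is normalized against DMSO controls serving as positive and negative references.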
S-ASM inh: blocks human secretory acid sphingomyelinase. AID 504937. 340,000 compounds, 0.006% hits. Potency, µM (highest dose often 57.5 µM), for the others: at the highest dose activity change, negative = inhibition, hits mostly inhibitors. placental ASM, HMU-PC fluorogenic substrate, 60 min; further: potency means the concentration at half of the fitted maximal effect
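Human placenta-derived ASM enzyme was preincubated with compound for 10 minutes at room temperature, then given fluorogenic substrate HMU-PC0 (9 uM final) for 60 minutes at 37 °C; a pH 10 stop preceded fluorescence reading at Ex 386/Em 447 nm.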
MBNL1-CUG inh: inhibitors of human MBNL1 binding to CUG repeat RNA; TR-FRET MBNL1-His/biotin-(CUG)12 binding, 665/545 ratio; Q9NR56; Potency, µM (series often up to 57.5 µM), for the others: top-dose activity change, negative = inhibition, actives largely listed as inhibitors; 280,000 compounds, 0.036% hits; active means well fitted inhibition curve with a large enough effect in the signal ratio, with a control signal flat, not every such curve was filed as active; inconclusive means small, poorly fitted or top-dose-only effect, or effect the other way, or a change in a side signal; inactive means no such curve, though single readings can be large or run the other way; the % refers to the signal ratio; further: potency means the concentration at half of the fitted maximal effect; on the % scale 0 is the no-effect control and ±100 the full control effect
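MBNL1-His + Biotin-(CUG)12, cpd titration 92 nM–58 uM; Tb anti-His Ab 0.055 ng/ul, SA-XL665 5 nM (final); 60 min RT; ratiometric 665/545 nm, Ex 340 nm; normalized to buffer and full-complex controls.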
CXXC DNA block: inhibitors of human MLL CXXC domain-DNA interaction. MLL-CXXC / FITC-HOXA9 DNA fluorescence polarization. Potency, µM (titrated, usually from 115 µM), without a hit: at the highest dose activity change, negative = inhibition, most hits filed as inhibitors. 290,000 compounds, 0.037% hits. Q03164; active means well fitted inhibition curve with a large enough effect in the polarisation, with a control signal flat, not every such curve was filed as active; inconclusive means small, poorly fitted or top-dose-only effect, or effect the other way, or a change in a side signal; inactive means no such curve, though single readings can be large or run the other way; the % refers to the polarisation; further: potency means the concentration at half of the fitted maximal effect
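Purified MLL-CXXC (added from a 7 uM solution) was preincubated 5 min at ambient with pinned compounds in 50 mM Tris-HCl pH 7.5, 50 mM NaCl, 1 mM DTT, 0.05% BSA. Fluorescein-labeled HOX-A9 DNA (50 nM solution) followed, 30 min, then polarization read.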
* marks the source's active call; other numbers are inactive results; ? = inconclusive; . = not tested or not shown; & = joins results of further samples; [ ] = another dose, or the depositor's remark. Unless noted, the call rests on the fitted dose curve; in most records, active means well fitted curve in the direction sought with a large enough effect; inconclusive means small, poorly fitted or top-dose-only effect, or another doubt; inactive means no such curve, though single readings can be large; an effect the other way counts as inactive or inconclusive.

SMILES	Coupling enz	A-T KAP1 phos	GALK inhibitor	KCNH2 WT inh	TRPV1 ag	Integrin act MD	KCNH2 3.1 block	S-ASM inh	MBNL1-CUG inh	CXXC DNA block
Cc1ccc(N=C2NC(=O)CS2)cc1	2	-3%	0%	-3	-2	16%	0	5%	-5%	1%
COc1ccc(N(C(=O)c2snc(C(N)=O)c2N)C(C(=O)NCc2ccccc2)c2ccc(O)cc2)cc1OC (stereo not given)	0	-6%	1%	-8	1	-14%	6	21%	?	1%
COC(=O)c1cccc(NC(=O)CSc2ncn[nH]2)c1	4	18%	0%	-12	3	16%	?	5%	-6%	2%
Cc1cc2nc(N=C(N)N)nc(C)c2cc1C	-4	-15%	0%	.	1	?	26	8%	-17%	-17%
COc1cc(F)cc(C2=CC(=O)C[C@H](c3ccc(F)cc3)C2)c1	.	20%	.	2	23	-16%	-36	1%	.	.
C/C(=N\NC(=O)C1COc2ccccc2O1)c1ccc(C)o1 (stereo not given)	0	1%	1%	-11	-1	9%	-5	3%	-1%	-2%
Cc1nnc(NC(=O)CC(CN(C)S(=O)(=O)c2ccccc2)c2ccccc2)s1 (stereo not given)	-1	7%	1%	5	0	-13%	2	-3%	11%	3%
O=C(NC1=NCCS1)c1ccccc1OCc1ccccc1Cl	1	-2%	10%	4	?	27%	16	-1%	-9%	10%
Cc1nnc(SCC(=O)N2CCN(Cc3ccccc3)CC2)s1	6	-3%	0%	24	0	6%	9	8%	-4%	-2%
O=C(NCc1cccs1)c1cccnc1SCCS(=O)(=O)c1ccc(C(F)(F)F)cn1	1	3%	.	15	2	-56%[inhibitor]	-18	-1%	-1%	49%[activator]
O=C(O)CC1S/C(=N/N=C/C=C/c2ccccc2)NC1=O (stereo not given)	5&7	-3%&-5%	1%&-1%	31&-4	-2&-1	0%&-4%	11&8	7%	?	-8%&-6%
Cc1ccc(S(=O)(=O)NCc2cccnc2)cc1C	-2	4%	-3%	-4	1	0%	0	2%	-3%	2%
Cc1cc(C)c(OCC(=O)OCC(=O)N2CCc3ccccc3C2)c(C)c1	.	-1%	.	0	18	-23%	-28	-3%	.	.
COc1cc(/C=C(/C#N)c2nc3ccccc3[nH]2)ccc1OCC(=O)Nc1ccccc1C	0	3%	1%	-1	2	-20%	-15	154%[activator]	3%	-3%
CN(Cc1c(C(=O)N/N=C/c2ccccc2)nnn1-c1nonc1N)C1CCCCC1	1	4%	-5%	17	13	-2%	-2	-2%	3%	-8%
O=C(c1ccc2c(c1)OCCO2)C1CCN(C(=O)c2ccc(F)c(F)c2)CC1	0	13%	7%	-1	7	-13%[7.66 µM]	-2	0%	-6%	-6%
CCN(CC)CC(=O)Nc1sc(C)cc1C(=O)c1ccccc1	0	11%	0%	10	15	-16%	-3	-2%	-4%	0%
COc1ccc(CC(=O)NCc2cn3ccsc3n2)cc1	7	4%	0%	-1	10	5%	5	2%	-11%	-1%
N=c1occ(C(=O)c2cc(F)ccc2O)cc1C(=O)NC1CCCCC1	0	-1%	-2%	16	0	14%	7	0%	10%	9%
O=C(Nc1nnc(-c2ccc(F)cc2)o1)c1ccco1	-3	11%	-1%	3	0	-3%	5	2%	0%	32%[activator]
Cc1cc(OCC(=O)NCc2ccncc2)ccc1Cl	1	2%	11%	-7	?	-6%	5	0%	-4%	2%
CCOC(=O)c1c(NC(=O)COC(=O)CCOc2ccccc2C)sc(C(=O)NC)c1C	.	2%	.	-2	-2	-14%	-14	.	.	.
CC(C)(C)C(=O)Nc1ccc(Sc2ccc([N+](=O)[O-])cc2)cc1	-8	4%	-4%	-1	13	0%	-2	-9%	?	-3%
CCOC(=O)c1ccc(NC(=O)CSc2nnc(CNC(=O)c3c(F)cccc3Cl)o2)cc1	0	.	-4%	-2	0	2%	17	-6%	-2%	0%
O=C(CN1CCOCC1)Nc1ccc2c(c1)OC(F)(F)O2	3	-9%	-2%	-22	9	-13%	4	6%	0%	0%

More entries
SMILES	Coupling enz	A-T KAP1 phos	GALK inhibitor	KCNH2 WT inh	TRPV1 ag	Integrin act MD	KCNH2 3.1 block	S-ASM inh	MBNL1-CUG inh	CXXC DNA block
Cc1ccc(N2C(=O)CC(N3CCN/C3=C3\CC/C(=C\c4ccccc4)C3=O)C2=O)cc1 (stereo not given)	7	4%	-2%	-5	-7	10%	-5	-3%	6%	3%
Cc1nn(Cc2ccccc2)c2c1C(c1cccnc1)C(C#N)=C(N)O2 (stereo not given)	-3	.	1%	-9	-6	7%	-5	0%	?	-27%
O=C(NN=Cc1ccc2c(c1)OCO2)c1ccncc1	.	.	.	-7	.	7%	-6	1%	.	.
CC(=O)/C(C#N)=C1\NC(=O)C(Cc2ccc(C)c(C)c2)S1 (stereo not given)	18	3%	2%	1	-3	16%	-10	5%	-1%	-6%
CCOC(=O)c1ccoc1CN1CCN(S(=O)(=O)c2ccc(C)c(C)c2)CC1	.	5%	.	5	.	-11%	-8	-2%	.	.
O=C1COc2ccc(C(=O)COC(=O)c3ccccc3[N+](=O)[O-])cc2N1	.	0%	.	-1	-1	13%	-10	1%	.	.
N=c1sccn1CC(=O)Nc1cccc2ccccc12	-1	.	-1%	-2	-1	-14%	1	0%	8%	0%
COC(=O)c1ccc(COc2ccc(/C=C(\C#N)c3nc4ccccc4[nH]3)cc2OC)o1	0	-7%	-2%	5	5	0%	-16	15%	?	0%
CNC(=O)CSc1nc2c(c(=O)n(C)c(=O)n2C)n1Cc1ccc(C)cc1	2	4%	-1%	2	-4	2%	7	-2%	-4%	-7%
C[C@H](NC(=O)c1ccco1)C(=O)NC1CCCCCC1	.	-1%	.	-4	-3	0%	3	1%	.	.
O=C(c1ccccc1)c1nn(-c2ccccc2)c2nnc(Cc3ccccc3)c(=O)n12	-1	-2%	0%	8	4	-3%[7.66 µM]	-20	-5%	?	-11%
CCn1c(-c2cc(OC)ccc2OC)csc1=Nc1c(C)n(C)n(-c2ccccc2)c1=O	-11	0%	1%	-3	-2	-15%	1	-1%	?	1%
COc1ccc(CN2CCN(c3ncccn3)CC2)c(C)c1C	-2	3%	5%	7	27	-6%	1	-3%	-6%	5%
COc1cccc(C(=O)NCC(=O)N2CCN(c3ccc(C(F)(F)F)cn3)CC2)c1	.	-1%	.	1	-1	-31%	16	-4%	.	.
CCOC(=O)N1CCC(NC(=O)c2ccc3nc4ccccc4c(=O)n3c2)CC1	2	-5%	0%	.	0	.	.	.	16%	2%
CCSc1nc(=S)n(-c2ccccc2)c(C)c1C(C)=O	1	.	0%	11	-7	5%	-2	0%	4%	15%
Cc1cc(C)c(S(=O)(=O)N2CCCOC2CNC(=O)C(=O)NCCCn2ccnc2)c(C)c1 (stereo not given)	3	1%	0%	-3	-2	0%	-12	6%	.	4%
C#CCNC(=O)C1=C[C@@H](C)[C@H](CCCO)[C@@H](OCC)O1	.	.	.	-1	.	2%	16	-3%	.	.
Cc1ccccc1NC(=O)CN1C(=O)CSc2ccc(S(=O)(=O)N3CCCC3)cc21	-2	9%	5%	-11	7	24%	3	1%	-6%	-1%
Cc1nc2ccc(C(=O)O)cc2c2c1CC(CN)O2 (stereo not given)	2	4%	-3%	10	2	?	-4	3%	0%	-6%
O=C(CCc1nc2ccccc2c(=O)[nH]1)Nc1nnc(SCc2ccccc2)s1	.	-2%	.	3	2	-17%	7	-2%	.	.
CC(NC(=O)C(C)N1CCN(S(=O)(=O)c2ccccc2)CC1)c1ccccc1 (stereo not given)	.	12%	.	-13	-3	-4%	3	3%	.	.
CCn1c(CC(=O)Nc2ccccc2F)nnc1SCC(=O)N1CCOCC1	0	-1%	-1%	-1	-1	-19%	2	1%	1%	0%
COc1ccc(C(=O)N2CCN(c3ccccc3OC)CC2)cc1	0	6%	-2%	5	9	-29%	-10	-3%	5%	7%
COc1cc(/C=C2\SC(=Nc3ccccc3)NC2=O)cc(Cl)c1O	3	-12%	.	-4	?	-13%	2	-17%	?	?

Remaining list, next part
SMILES	Coupling enz	A-T KAP1 phos	GALK inhibitor	KCNH2 WT inh	TRPV1 ag	Integrin act MD	KCNH2 3.1 block	S-ASM inh	MBNL1-CUG inh	CXXC DNA block
CN(CC(=O)Nc1ccc(S(N)(=O)=O)cc1)c1ccccc1	0	-1%	1%	1	0	?	-2	-4%	0%	-10%
O=S(=O)(c1cccc(-c2nnc(SCc3ccc(Cl)cc3)o2)c1)N1CCCCC1	-4	11%	0%	4	0	-3%	-5	-5%	1%	2%
O=C(O)CCCn1cc(NC(=O)c2ccco2)cn1	0	0%	-2%	-6	-4	-20%	-14	-2%	4%	0%
Cc1onc(-c2ccccc2)c1C(=O)Nc1ccc2c(C)cc(=O)oc2c1	5	-8%	7%	7	8	1%	-9	104%[activator]	5%	11%
c1ccc(-c2ccc(CN3CCSCC3)cc2)cc1	-4	1%	5%	-13	1	?	9	-1%	-9%	-2%
Cc1cccc(NS(=O)(=O)c2cccc(C(=O)NCC(c3ccco3)N(C)C)c2)c1 (stereo not given)	.	-1%	.	20	2	-15%	17	15%	.	.
